Source: PubChem (several laboratories)
Wee1 degr inh: inhibitors of human Wee1 degradation; reporter increase, % at 5 µM; P30291; AID 1321; 220,000 tested, 1.2% active; HeLa Luc-Wee1K328M stability, luciferase luminescence; 100% = proteasome inhibitor MG132 effect;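 active means activation above the mean of all tested compounds plus 3 SD, set per screening run, cut at about 8.8% in these data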;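 further: cells exposed to compound for 20 h before luminescence read; 0% = DMSO alone and 100% = MG132 at 30 µM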
BaF3 parental: parental Ba/F3 viability inhibition as JAK2V617F counter-screen; CellTiter-Glo ATP luminescence; inhibition, % at 5.6 µM; 220,000 tested, 1.1% active; AID 1486;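 active means inhibition above a per-campaign cutoff, the mean inhibition of all tested compounds plus 3 SD, cut at about 27% in these data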;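 further: 0% = DMSO wells and 100% = JAK Inhibitor I control wells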
TRPN1 ag: agonists of zebrafish TRPN1 channel | HEK293 zebrafish TRPN1-YFP, Fluo-8 calcium fluorescence; 100% = response to 87 µM carbachol | activation, % at 3 µM | 220,000 tested, 0.18% active;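 active means activation above its plate's cutoff, the mean activation of test wells on that plate plus 3 SD, cut at about 19% in these data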;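 further: 0% = DMSO alone and 100% = 87 µM carbachol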
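Control set: carbachol 87 µM as high control, DMSO as low control; system: HEK293 stable line with zebrafish TRPN1-YFP; read-out: % activation versus carbachol response; detection: intracellular calcium fluorescence with Fluo-8; doses: single test compound dose, 3 µM nominal, 0.3% DMSO; schedule: dye 1 h 37 °C plus 30 min RT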
RBBP9 inhibitor: human RBBP9 hydrolase inhibition; O75884; recombinant RBBP9, FP-Rh probe fluorescence polarization; inhibition, % at 7.94 µM; 220,000 tested, 0.2% active;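 active means inhibition above the campaign mean of all tested compounds plus 3 SD, cut at about 14% in these data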;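 further: plate controls were DMSO wells with RBBP9 for no effect and wells lacking RBBP9 protein for full effect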
Target sequence (O75884 whole entry, looked up): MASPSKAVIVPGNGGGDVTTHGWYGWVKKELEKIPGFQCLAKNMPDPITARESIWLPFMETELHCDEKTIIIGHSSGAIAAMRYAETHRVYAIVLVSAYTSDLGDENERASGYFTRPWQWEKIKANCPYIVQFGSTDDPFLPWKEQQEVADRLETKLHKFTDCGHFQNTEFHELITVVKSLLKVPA
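Material: RBBP9 protein. Amount: RBBP9 at 2.5 µM in dispensed solution, before mixing. Schedule: 30 min then 45 min, 25 °C. Medium: Tris buffer pH 8.0, NaCl, Pluronic. Measured by: fluorescence polarization. Measure: percent inhibition from mP, scaled between DMSO and no-protein wells. Replication: one well per compound.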
TRPML3 agonist: activates the human TRPML3 channel; activation, % at 3 µM; HEK293 TRPML3-YFP, Fluo-8 calcium fluorescence; 100% = the carbachol control signal; Q8TDD5; 220,000 tested, 0.29% active;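 active means activation above its plate's cutoff, the mean activation of the plate's test wells plus 3 SD, cut at about 12% in these data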;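 further: 0% = DMSO only wells and 100% = carbachol wells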
Target sequence (Q8TDD5 whole entry, looked up): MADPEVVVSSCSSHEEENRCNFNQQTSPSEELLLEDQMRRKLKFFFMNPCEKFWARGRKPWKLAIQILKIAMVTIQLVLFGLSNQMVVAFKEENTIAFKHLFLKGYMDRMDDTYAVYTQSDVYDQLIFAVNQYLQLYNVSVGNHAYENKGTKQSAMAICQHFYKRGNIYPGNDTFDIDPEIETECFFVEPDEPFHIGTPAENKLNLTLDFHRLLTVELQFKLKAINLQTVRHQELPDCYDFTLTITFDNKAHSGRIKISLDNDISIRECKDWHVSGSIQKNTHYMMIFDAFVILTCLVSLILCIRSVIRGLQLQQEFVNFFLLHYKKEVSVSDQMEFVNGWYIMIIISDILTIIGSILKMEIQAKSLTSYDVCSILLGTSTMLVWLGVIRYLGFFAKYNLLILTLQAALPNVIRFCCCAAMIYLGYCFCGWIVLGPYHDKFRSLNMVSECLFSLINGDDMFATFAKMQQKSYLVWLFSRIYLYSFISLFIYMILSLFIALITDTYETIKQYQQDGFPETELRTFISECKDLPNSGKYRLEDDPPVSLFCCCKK
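Test system: TRPML3-YFP stable HEK293 cells. Doses: single point at 3 µM. Incubation: dye loading 1 h 37 °C then 30 min ambient, 125 s read. Signal: Fluo-8 calcium dye fluorescence, ex 470-495, em 515-575 nm. Measure: percent activation from peak-to-basal fluorescence ratio, scaled between DMSO and carbachol.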
PPC-1+TRAIL kill: kills PPC-1 cancer cells in the presence of TRAIL | PPC-1 cells + TRAIL, ATPLite viability luminescence | cell killing (% activity), % at 4 µM | 220,000 tested, 0.41% active | AID 1443;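 active means cell killing above 50% in the first pass at 4 µM, then a duplicate retest at 5 µM averaging 50% or more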;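 further: plate controls were cells with TRAIL plus DMSO for no effect and medium-only wells lacking cells for full effect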
Ba/F3 V617F tox: loss of viability in JAK2V617F-driven Ba/F3 cells; Ba/F3 EpoR-JAK2V617F viability, ATP luminescence; inhibition, % at 5.6 µM; 220,000 tested, 1.1% active;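 active means inhibition above the campaign mean plus 3 SD over all tested compounds, cut at about 24% in these data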;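 further: cytokine-independent growth of Ba/F3 cells driven by EpoR plus mutant JAK2; 0% = DMSO-treated cells and 100% = JAK inhibitor I control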
TNF necrop inh: blocks TNF-alpha induced death of Jurkat FADD-/- cells | Jurkat FADD-/- TNF necroptosis rescue, ATP luminescence, 24 h; 0 = TNF only, 100 = no-TNF cells | activation (protection from cell death), % at 10 µM | 220,000 tested, 0.068% active;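 active means activation, meaning protection from cell death, of at least 50% relative to plate controls; inactive means activation below 50%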;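 further: necroptosis triggered by 40 ng/mL TNF-alpha added together with compound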
CHOP inh: blocks CHOP induction under ER stress. CHO-K1 CHOP-promoter luciferase, tunicamycin-induced, 15-18 h. inhibition, % at 10 µM. 220,000 tested, 3.8% active;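 active means compounds that reduced the stress-induced luciferase reporter signal by more than about 70% of percent inhibition, limit read from the data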;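 further: 0% = tunicamycin plus vehicle and 100% = wells without tunicamycin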
* marks the source's active call; other numbers are inactive results.

Every second line gives: TRPML3 agonist, PPC-1+TRAIL kill, TRPN1 ag, BaF3 parental, Ba/F3 V617F tox, Wee1 degr inh, TNF necrop inh, RBBP9 inhibitor, CHOP inh
1	Cc1ccc(C(=O)CSc2nnc3c4ccccc4nc(C(C)(C)C)n23)cc1
→ 0.6, 6.3, 1.5, 7.4, 3.2, -1.7, -3.9, -6.5, 70.1*
2	Cc1[nH]c(=S)c(C#N)c(C)c1Cc1ccccc1
→ 0.9, 11.0, 0.2, -0.3, 1.8, -0.4, 0.7, -2.6, -10.9
3	COc1ccccc1NC(=O)Cn1cnc2c(cnn2-c2ccc(C)c(C)c2)c1=O
→ 0.8, 9.5, 3.9, -1.2, 0.7, -1.1, -4.2, 1.9, 29.1
4	Cc1cccc(C)c1NC(=O)N1CC=C(n2c(=O)[nH]c3ccccc32)CC1
→ 1.3, -2.3, 2.3, 3.6, 1.0, 6.7, -3.2, 0.9, 17.8
5	CNc1nc2[nH]c(=O)c3c(c2s1)OC(N)=C(C#N)C3c1cccc(F)c1 (stereo not given)
→ 0.0, 5.6, -1.1, 5.0, -0.1, -1.1, -2.5, -8.2, 8.2
6	COc1ccc(-n2c(O)c(/C=N/Nc3nc(C)cc(C)n3)c3ccccc3c2=O)cc1OC
→ 0.8, -4.4, -0.3, -3.1, -3.2, -1.7, -8.5, 3.8, 48.0
7	O=C(NC(Cc1ccccc1)c1ccc2c(c1)OCCCO2)c1ccccc1 (stereo not given)
→ -0.5, 20.2, -1.4, 1.1, -3.7, -0.1, 0.7, -8.3, 2.8
8	O=C1C(Cl)=C(NCC2CCCO2)C(=O)N1c1cccc(Cl)c1Cl (stereo not given)
→ 0.1, 32.9, 1.5, 6.4, 4.4, -0.1, -1.1, -7.6, 10.4
9	COc1ccc(-c2nc3c(-c4ccc(F)cc4)cnn3cc2C)cc1F
→ 1.6, -12.9, 1.0, 5.3, -0.8, 1.4, 47.7, 3.3, 7.2
10	O=C(Cc1cccc2ccccc12)N/N=C/c1ccc2cccc(O)c2n1
→ 0.2, 22.1, -1.0, -2.6, 1.0, -0.7, 1.6, -6.8, -5.9
11	CCOC(=O)N1CCN(S(=O)(=O)/C=C/c2ccccc2)CC1
→ -0.6, 0.1, -0.6, 6.9, -0.5, 1.2, 0.5, -2.5, 44.0
12	C#CCOCCOCCOCCNc1nc(N2CCN(C(=O)[C@H](CCCCN)n3cc(C(N)CO)nn3)CC2)nc(N2CCN(C(=O)[C@H](CCC(=O)O)n3cc(C(N)[C@H](C)CC)nn3)CC2)n1 (stereo not given in full)
→ 0.8, -9.4, 2.2, -6.3, -1.6, -1.6, 0.3, 1.1, -3.2
13	Cc1ccc(NC(=O)c2ccc(CNc3c(N4CCC(C)CC4)c(=O)c3=O)cc2)cc1
→ 0.0, 17.3, 1.4, 0.5, 1.1, 0.0, -5.0, -1.8, 5.7
14	Cc1cc2ccccn2c1C(=O)c1nc(N2CCOCC2)ncc1Cl
→ -0.6, 1.5, -0.1, 2.6, 2.4, -0.1, -1.0, -2.3, 2.6
15	COC(=O)c1ccc(C(=O)OC)c(NC(=O)COC(=O)c2ccc(OC)c(OC)c2OC)c1
→ 0.8, -4.7, -1.8, 5.7, -2.5, -0.3, 1.4, -5.9, 10.2
16	CCNc1nc2nonc2nc1NCC
→ 0.2, 3.9, -1.3, 5.7, -0.9, 0.8, -1.2, 0.5, 9.4
17	Cc1c(CN(C)C)c2c(n1C)C(=O)c1ccc(Br)cc1-2
→ -0.5, 0.7, 0.1, 10.5, 8.3, 0.8, 5.2, -4.3, 10.6
18	Cc1cc(C(=O)NCc2ccccc2)c(=O)[nH]c1C
→ 0.8, 11.0, 2.7, 7.4, 1.0, -0.2, 0.0, 5.0, 19.4
19	O=C(NCc1ccc2c(c1)OCO2)c1cc(-c2ccc(Cl)cc2Cl)on1
→ -0.2, 1.6, 1.3, -0.6, -5.6, 4.4, -1.1, 3.5, -32.1
20	Cc1ccc(-n2c(SCC(=O)NCCN3C(=O)CSC3=O)nnc2-c2ccccc2)cc1
→ -0.4, 24.9, -1.3, -0.1, 5.2, -1.3, -0.5, -13.2, -5.4

Individual results from above:
Result for COc1ccc(-n2c(O)c(/C=N/Nc3nc(C)cc(C)n3)c3ccccc3c2=O)cc1OC in Ba/F3 V617F tox: -3.2
Result for Cc1ccc(-n2c(SCC(=O)NCCN3C(=O)CSC3=O)nnc2-c2ccccc2)cc1 in RBBP9 inhibitor: -13.2

(list continues)
Every second line gives: TRPML3 agonist, PPC-1+TRAIL kill, TRPN1 ag, BaF3 parental, Ba/F3 V617F tox, Wee1 degr inh, TNF necrop inh, RBBP9 inhibitor, CHOP inh
21	CCOC(=O)N1CCN(C(=O)c2oc(=O)c3ccccc3c2-c2ccc(C)cc2)CC1
→ 0.0, 22.6, -0.8, 3.0, 2.0, -1.5, -0.9, -7.6, -34.8
22	c1ccc(-n2c(-c3cccs3)nc3nc4ccccc4nc32)cc1
→ 0.9, 21.8, -1.0, 2.5, -3.7, 3.7, -0.6, -9.3, -0.1
23	CC1CCCCN1C(=O)CCc1nnc(Cc2c[nH]c3ccccc23)o1 (stereo not given)
→ -0.6, 2.1, -2.0, 3.5, -4.2, 4.8, 0.5, -3.7, -3.1
24	COc1ccc(CNC(=O)COC(=O)c2ccco2)cc1
→ 0.3, 8.5, 0.1, 7.2, 2.1, -5.4, 1.9, -1.6, -11.7
25	CCOc1c2c(nc3ccc(Cl)cc13)CCC2
→ 0.1, -3.3, -1.2, 3.9, -1.0, -2.9, -0.9, 0.1, 12.3
26	CC(C)NC(=O)c1onc(CSc2cccc(Cl)c2)c1C(=O)O
→ -0.2, -0.2, 0.3, 1.6, -1.0, 5.8, -1.6, -3.0, 32.6
27	CCc1cc2c(cc3c(=O)n(CC(=O)N4CCN(c5ccccn5)CC4)nc(CC)n32)s1
→ -0.7, 1.7, -0.6, 0.9, -2.0, 1.0, -1.5, 3.4, 41.1
28	COC(=O)c1sc2nc(C)cc(C)c2c1N
→ -0.3, 34.0, -0.6, 11.0, 1.7, -2.5, -0.3, -0.3, 7.5
29	O=C(COc1ccc([N+](=O)[O-])cc1)Nc1ccc(N2CCCC2)cc1
→ 1.2, 36.1, 0.1, 4.7, 0.4, -0.3, 1.5, -6.2, 37.9
30	CN(CC(=O)Nc1ccncc1)S(=O)(=O)c1ccc(Cl)cc1
→ 1.2, 16.7, 1.4, 1.1, -2.3, -0.7, -0.6, -1.4, -3.0
31	CN1CCN(C(=O)c2ccc(Cl)c(S(=O)(=O)N3CCCCC3)c2)CC1
→ 1.6, 10.3, 0.3, 6.0, -2.2, 0.2, 2.0, 0.8, 25.0
32	COc1ccc(OC(=O)Nc2ccc([N+](=O)[O-])cc2OC)cc1
→ 0.4, 5.0, 1.3, -0.7, 0.4, -0.2, 3.4, 7.3, 11.4
33	C=CCNC(=O)CCNS(=O)(=O)c1ccc(Br)cc1
→ 0.2, -33.7, -0.1, 3.6, 3.8, 2.8, 0.9, -5.5, 12.3
34	COc1ccc(CC(=O)Nc2ccc(-c3noc(-c4cc(OC)c(OC)c(OC)c4)n3)cc2)cc1
→ 0.1, 12.8, 0.7, 8.6, 4.8, 1.9, -1.7, -3.6, 12.9
35	O=C(CC1Nc2cccc3cccc(c23)NC1=O)Nc1ccc(F)cc1 (stereo not given)
→ 0.0, 20.5, -0.1, 8.5, 0.5, -0.5, 0.6, -1.6, 4.7
36	CCOc1ccccc1-n1c(SCC(=O)N(C(C)C)C(C)C)nnc1-c1cccnc1
→ 0.5, 15.5, -0.7, 1.6, -0.9, -0.4, -3.0, -5.9, -1.3
37	CCOC(=O)N1CCN(c2ccc(C(C)=O)cc2F)CC1C (stereo not given)
→ 0.7, -8.1, 0.1, -0.6, -3.2, -0.9, -0.5, -1.2, 30.4
38	COc1cc(C(F)(F)F)c(C(=O)N(C)c2ccc(Cl)cc2)cn1
→ 1.0, -5.6, 0.2, -1.2, 0.0, -2.0, 0.1, -4.6, 13.6
39	Cc1ccc(C(=O)COC(=O)c2cnccn2)cc1[N+](=O)[O-]
→ 0.8, -5.9, 0.2, 2.2, -2.6, -2.9, 0.3, -1.6, 29.3
40	O=C(Nc1cccc(S(=O)(=O)N2CCOCC2)c1)c1c2c(nc3ccccc13)CCC2
→ 0.1, 33.9, -2.1, 1.6, -1.7, 3.8, 1.9, 3.6, 8.9
41	CCC(C)n1c(SCC(=O)NC(=O)Nc2ccc3c(c2)OCCO3)nc2ccccc2c1=O (stereo not given)
→ 0.7, -2.9, 0.6, 2.7, -5.8, -2.0, 1.5, -11.0, 42.9
42	COc1ccc(-n2cnnc2)cc1
→ 0.6, 6.3, 0.3, 1.2, -2.0, -1.4, 0.5, -5.6, 7.0
43	Cc1nc2ccccc2c(=O)n1/N=C/c1c(O)ccc2ccccc12
→ 0.9, 33.9, 2.4, 10.9, -2.9, 4.0, -2.0, -9.0, 57.9
44	Cc1ccc(NC(C(N)=O)c2c(C)[nH]c(=O)[nH]c2=O)cc1 (stereo not given)
→ 0.6, -3.6, 0.3, 6.7, 1.1, 8.0, -1.1, -9.1, -21.1
45	CC(C)[C@H](NC(=O)c1ccco1)C(=O)OCC(=O)N(C)c1ccccc1
→ 0.6, 2.9, -0.1, -2.7, -1.6, 3.2, 0.6, -12.6, 7.9
46	COC(=O)Cc1csc(Nc2ccc(F)c(Cl)c2)n1
→ 1.0, 7.5, -1.6, 0.4, 0.3, -0.4, 3.5, -3.3, 9.7
47	CN(C)CCCNCCCNC(=O)c1ccco1
→ 0.7, 11.7, -0.8, 5.1, -0.4, -0.5, 0.1, -6.8, -4.6
48	COc1ccccc1N=c1oc2cc(O)ccc2cc1C(=O)NCC1CCCO1 (stereo not given)
→ 1.1, 9.6, 0.6, 13.1, 7.0, -0.6, -4.6, 3.6, 20.4
49	Cc1ccc(N(C)C(=O)C2CCCN2S(=O)(=O)c2cccc3nsnc23)cc1 (stereo not given)
→ 0.4, 6.7, -0.6, -7.6, 5.6, -4.8, 2.8, 1.7, -6.5
50	COC(=O)c1cc(OC)c(OC)cc1NC(=O)c1ccccc1
→ 0.4, 31.9, 2.1, 2.5, -1.7, -1.1, 1.1, -4.3, 15.2
